From PubChem BioAssay
ERb SRC1 inh – inhibitors of ERβ-SRC1 coactivator interaction, primary screen, biochemical, TR-FRET, ERβ LBD, SRC-1 peptide. Estrogen receptor beta (Homo sapiens), Q92731. TR-FRET ER-beta LBD / SRC1-Cy5 peptide binding; receptor agonist-loaded with 1 µM estradiol. inhibition, % at 25.6 µM. 1.3% of 86,000 active. AID 633, 2007;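 active = compounds whose percent inhibition of the receptor-coactivator binding signal exceeds about 50% in the single-dose screen, limit read from the data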;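 note: 0% = receptor plus peptide wells without compound and 100% = peptide-only wells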
Mac1 fbg inh – inhibitors of CD11b/CD18 adhesion to fibrinogen, primary screen, K562 cells, luminescence | Integrin beta-2 (Homo sapiens) + Integrin alpha-M (Homo sapiens), P05107+P11215 | ATPlite luminescence; Mn2+ added to activate the integrin | inhibition, % at 10 µM | 0.54% of 93,000 active | AID 1497, 2009;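 active = primary inhibition of 50% or more at 10 µM, then 40% or more on retest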; note: some results filed as inactive read as strong as hits
PLK1 kinase inh – human PLK1 kinase inhibitors, primary screen, biochemical, TR-FRET; Serine/threonine-protein kinase PLK1 (Homo sapiens), P53350; recombinant PLK1 kinase, TR-FRET peptide phosphorylation; inhibition, % at 10 µM; 0.53% of 97,000 active;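 active = inhibition of 50% or more in the single-concentration screen; inactive = inhibition below 50%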;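 note: 0% = DMSO max control and 100% = H-89 dihydrochloride min control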
Target sequence (P53350 whole entry, looked up): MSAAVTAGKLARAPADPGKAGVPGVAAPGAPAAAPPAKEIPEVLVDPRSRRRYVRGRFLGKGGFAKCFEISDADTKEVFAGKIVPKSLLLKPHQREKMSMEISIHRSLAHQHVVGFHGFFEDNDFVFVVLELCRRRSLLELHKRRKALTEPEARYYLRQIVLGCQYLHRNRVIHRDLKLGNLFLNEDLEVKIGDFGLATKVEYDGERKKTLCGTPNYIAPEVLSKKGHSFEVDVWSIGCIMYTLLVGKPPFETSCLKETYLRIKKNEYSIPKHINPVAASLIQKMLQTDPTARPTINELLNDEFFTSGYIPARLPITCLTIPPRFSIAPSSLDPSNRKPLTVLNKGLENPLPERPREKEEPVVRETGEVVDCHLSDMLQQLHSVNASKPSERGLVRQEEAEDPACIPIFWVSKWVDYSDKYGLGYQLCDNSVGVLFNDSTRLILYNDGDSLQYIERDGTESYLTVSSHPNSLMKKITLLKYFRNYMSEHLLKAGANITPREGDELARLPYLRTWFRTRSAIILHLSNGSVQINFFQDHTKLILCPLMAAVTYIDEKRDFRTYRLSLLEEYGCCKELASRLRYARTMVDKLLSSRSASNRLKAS
PLK1 PBD inh – Plk1 polo box domain binding inhibitors, primary screen, biochemical, fluorescence polarization; Plk1 PBD phosphopeptide binding; Serine/threonine-protein kinase PLK1 (Homo sapiens), P53350; 0.13% of 97,000 active; inhibition, %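 (tested at about 20 µM)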; AID 693, 2007; in the data active = inhibition above about 34%, passing the limit was not always enough
FAK inh – FAK kinase inhibitors, primary screen, biochemical | Focal adhesion kinase 1 (Homo sapiens), Q05397 | biochemical FAK kinase activity assay | inhibition, %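 (tested at 7 µM)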 | 0.84% of 97,000 active | AID 727, 2007; in the data active = inhibition above about 19%;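 note: 0% = DMSO and 100% = reference compound high control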
CD11b adhes enh – enhancers of CD11b/CD18 adhesion to fibrinogen, primary screen, K562 cells, luminescence; Integrin beta-2 (Homo sapiens) + Integrin alpha-M (Homo sapiens), P05107+P11215; ATPlite luminescence; activation, % at 10 µM; 0.07% of 93,000 active;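 active = 10 µM primary screen giving 50% or more activity, confirmed by 40% or more on retest at that dose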; note: strong numbers were not always called active
ERa SRC1 pot – enhancers of ERα–SRC-1 coactivator binding, primary screen, biochemical, TR-FRET, ERα LBD, low estradiol | Estrogen receptor (Homo sapiens), P03372 | TR-FRET ERalpha-LBD/SRC-Cy5 coactivator binding, 2 h; 100 = basal binding, no effect | coactivator binding (% of control), % at 25.6 µM | 1.3% of 86,000 active | AID 639, 2007; in the data active = activity above about 200%;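 note: binding measured in presence of low estradiol as agonist stimulus; 0% = peptide alone without receptor and 100% = receptor with peptide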
ERa coact inh – ERα–SRC-1 coactivator interaction inhibitors, primary screen, biochemical, TR-FRET, ERα LBD, estradiol-bound; Estrogen receptor (Homo sapiens), P03372; TR-FRET ER-alpha LBD / SRC-1 peptide; inhibition, % at 25.6 µM; 1.7% of 86,000 active; AID 629, 2007; in the data active = inhibition above about 50%;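 note: 0% = receptor plus peptide control and 100% = peptide only without receptor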
HIV Rev-RRE inh – HIV-1 Rev-RRE binding inhibitors, primary screen, biochemical, FRET, protein-RNA interaction; Rev peptide-RRE RNA binding; inhibition, % at 8 µM; 0.79% of 97,000 active; P05866;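 active = inhibition above the screen-wide mean plus 3 SD, cut at about 35% in these data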;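 note: 0% = median DMSO wells and 100% = median Neomycin B control wells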
Target sequence (P05866 whole entry, looked up): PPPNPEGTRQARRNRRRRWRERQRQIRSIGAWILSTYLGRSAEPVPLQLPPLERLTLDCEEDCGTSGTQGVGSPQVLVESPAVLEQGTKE
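Test system: Cy5-tagged RRE RNA duplex with fluorescein-tagged Rev peptide | Read-out: % inhibition of FRET ratio versus controls | Probe or stimulus: Labelled Rev peptide | Incubation: 5 min RNA-compound premix plus 15 min binding step, 25 °C | Technique: FRET fluorescence readout | Benchmarks: DMSO low control, neomycin B high control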
Numbers without * were called inactive; / = not tested or not shown; [ ] = dose if it differs, or a comment. Not a hit list, and some 4.7% of all compounds hit somewhere here.

ERb SRC1 inh	Mac1 fbg inh	PLK1 kinase inh	PLK1 PBD inh	FAK inh	CD11b adhes enh	ERa SRC1 pot	ERa coact inh	HIV Rev-RRE inh	compound
-18.9	-15.6	-6.4	11.9	-1.0	-1.2	113.9	-17.2	10.0	CCC(=O)c1cn(CC(=O)NCc2cccnc2)c2ccccc12
/	-6.2	-2.1	3.6	-2.1	6.0	/	/	8.1	CCSc1ncc(Cl)c(C(=O)Nc2sc3c(c2C(=O)NCc2cccnc2)CCCC3)n1
2.5[fluorescence artefact?]	-24.7	-7.0	-0.6	1.6	5.7	108.5	2.9[fluorescence artefact?]	6.5	CCn1c(=O)cc(OCC(=O)NCCCN2CCC(C)CC2)c2ccccc21
38.5	/	-8.9	-5.8	3.2	/	105.3	15.6	-0.7	Cc1cccc(Cn2cnc3c(nnn3Cc3ccc(Cl)cc3)c2=O)c1
-1.0	/	-11.9	-16.6	2.3	/	87.1	2.4	0.0	CCOC(=O)c1ccc(N2C(=O)CC(N3CCC(C(N)=O)(N4CCCCC4)CC3)C2=O)cc1 (stereo not drawn)
/	/	22.6	-47.7	3.0	/	/	/	-2.5	CC(C(=O)Nc1cccc([N+](=O)[O-])c1)n1nnc2ccccc21 (stereo not drawn)
2.2	/	-11.9	-4.3	-2.1	/	108.5	7.3	4.2	Cc1occc1C(=O)N1CCN(c2ncccn2)CC1
14.6	/	22.6	5.8	1.5	/	56.6	-13.0	8.2	Cc1ccc2nc(NC3=NCN(Cc4ccc5c(c4)OCO5)CN3)nc(C)c2c1
4.6	0.5	-10.1	-11.0	-2.7	-0.7	89.9[fluorescence artefact?]	-1.3[fluorescence artefact?]	2.8	CC(C(=O)N1CCCCC1)N1C(=O)c2ccccc2C1=O (stereo not drawn)
3.7	-46.6	-4.6	-20.6	2.9	-1.0	113.0	2.0	7.8	Cc1c(S(=O)(=O)N2CCN(c3cccc(C(F)(F)F)c3)CC2)c(=O)n(C)c(=O)n1C
-3.9	0.7	-9.6	1.9	-2.5	3.5	114.6	-2.8	11.7	CCOC(=O)COc1ccc(S(=O)(=O)N2CCc3ccccc3C2)cc1
-3.6	-16.5	-0.5	-23.7	2.9	1.0	100.8[fluorescence artefact?]	-0.1	1.5	CC(C)CNc1nc(Oc2ccc(=O)n(C)n2)nc(N2CCOCC2)n1
-17.7	56.2	-8.6	-11.4	13.4	21.7	117.0	-11.1[fluorescence artefact?]	7.7	N#Cc1nc(-c2ccc(OCc3ccccc3)cc2)oc1NCCCN1CCOCC1
39.1[fluorescence artefact?]	13.6	/	/	/	-3.2	120.4	75.4*	/	CCOc1cc(N2CCOCC2)c(OCC)cc1NC(=O)c1cc(-c2ccco2)nc2ccccc12
-19.8	8.4	-7.2	4.9	-3.2	-1.1	102.5[fluorescence artefact?]	-25.2	2.5	Cc1nnc(Nc2ccc3c(c2)ncn3C)c2ccccc12
-7.5	/	-12.5	-45.5	5.7	/	88.4	-5.0	14.0	Cc1nn(-c2ccccc2)c(C)c1C(=O)OCC(=O)NC12CC3CC(CC(C3)C1)C2
-12.3	51.3*	-0.2	23.5	-2.9	0.2	98.5	-0.2	1.2	COc1ccc(C(CC(=O)O)NS(=O)(=O)c2ccc(C)cc2)cc1 (stereo not drawn)
-6.7[fluorescence artefact?]	/	-8.5	14.5	-4.0	/	130.8	8.4[fluorescence artefact?]	2.1	CCCn1c(CN(C)Cc2ccccc2)nc2c1c(=O)n(C)c(=O)n2C
-9.2	-14.2	-15.9	16.0	-2.1	-3.8	103.6	-9.5	5.2	COc1cccc(CSc2nc3sc(C)c(C)c3c(=O)n2Cc2ccco2)c1
-5.8	8.8	-2.4	-7.4	0.3	-6.2	153.8	10.4	4.8	CSc1nc(-c2ccco2)nn1C(=O)c1cccs1

Additional records.
ERb SRC1 inh	Mac1 fbg inh	PLK1 kinase inh	PLK1 PBD inh	FAK inh	CD11b adhes enh	ERa SRC1 pot	ERa coact inh	HIV Rev-RRE inh	compound
-5.2	6.2	/	/	/	-3.0	110.4[fluorescence artefact?]	-6.3	/	CC1(c2ccc3noc(-c4ccccc4)c3c2)OCCO1
12.7	/	-4.8	11.5	-0.5	/	96.3[fluorescence artefact?]	2.4[fluorescence artefact?]	1.0	O=C1CC(N2CCN(c3ccc(O)cc3)CC2)C(=O)N1Cc1cccs1 (stereo not drawn)
-4.9	8.8	-0.3	7.5	-1.6	-1.6	96.0	-0.8	11.8	Cc1ccc(C)c(OCC(=O)N2CCOCC2)c1
-10.9	-6.8	-17.6	-24.9	0.5	-1.4	101.8	-3.6	7.5	N=C1C(c2nc3ccccc3s2)=C(O)CN1CCCO
-6.1	-3.8	-2.3	-4.2	0.1	-1.8	93.6	-2.6[fluorescence artefact?]	5.9	O=C(c1ccco1)N1CCN(C(=O)c2cccs2)CC1
9.7	/	-2.8	-13.9	-0.6	/	86.7	3.4	8.7	CC(C)(SC(=S)N1CCOCC1)C(=O)O
-4.3	-14.0	-3.8	-13.3	1.6	-3.1	107.3	-2.5	4.1	Oc1ccc(C=NCC2COc3ccccc3O2)cc1 (stereo not drawn)
-2.9	7.2	-2.5	18.3	-2.1	-4.0	101.8	0.2	2.3	Cc1c(C(=O)NC2=NCCS2)oc2ccccc12
3.5	-26.0	4.1	7.4	1.7	7.4	103.3	5.6	8.1	Cn1c2c(c(=O)[nH]c1=O)C(NC(=O)c1ccco1)(C(F)(F)F)C(=O)N2 (stereo not drawn)
5.6	-3.3	-6.0	-4.0	-1.1	-1.3	121.0	-0.9	4.0	CC1(C)CC(=O)C(C=NCc2ccccn2)=C(O)C1
-1.3[fluorescence artefact?]	-23.1	0.8	-2.2	-0.1	-1.3	117.3	5.2[fluorescence artefact?]	11.2	CCCCNC(=O)N1CCOCCOCCN(C(=O)NCCCC)CCOCC1
6.1[fluorescence artefact?]	/	-6.8	-7.1	3.0	/	95.1	21.3	8.0	CN(c1cccc(Cl)c1)S(=O)(=O)c1cccc(C(=O)NC2=NCCS2)c1
-7.2	0.2	-3.0	-15.6	1.6	-0.9	100.7	-6.6	4.7	CCOc1ccc(OCC)c(NC(=O)C2CCCN(c3ncccn3)C2)c1 (stereo not drawn)
14.5[fluorescence artefact?]	-13.2	-1.0	-27.1	2.6	1.6	214.4*[fluorescence artefact?]	14.9[fluorescence artefact?]	8.9	CSc1nc(N)c(C#N)c(-c2ccccc2Cl)c1C#N
/	-2.3	-14.4	-9.0	5.0	-3.3	/	/	2.3	COc1ccc2c(c1)C(NC(=O)C(F)(F)F)CC2=O (stereo not drawn)
-2.9[fluorescence artefact?]	/	-9.6	17.5	-0.3	/	105.0[fluorescence artefact?]	5.5	3.2	O=C(Nc1nccs1)C1CC2CCC1C2 (stereo not drawn)
-5.3	-5.3	-1.6	-21.6	2.2	4.9	128.3	-6.7[fluorescence artefact?]	2.0	Cc1cc(C(C)(C)C)cc(C)c1COC(=O)C1CCC(=O)N1 (stereo not drawn)
56.6*	-23.3	-19.6	-16.9	19.8*	40.8	59.2[fluorescence artefact?]	85.0*	1.6	CC(=O)c1ccc(NCC(=O)N2CCN(c3ccccc3)CC2)cc1
0.1	6.4	-11.4	-9.4	0.2	-4.1	89.0	-15.6[fluorescence artefact?]	2.9	CCN1C2=C(C(=O)CCC2)C(c2ccc(O)cc2)C2=C1CCCC2=O
/	-12.2	-2.0	-19.7	2.9	-4.6	/	/	-1.1	Fc1ccc(NC(=S)N2CCCc3ccccc32)cc1

(further entries)
ERb SRC1 inh	Mac1 fbg inh	PLK1 kinase inh	PLK1 PBD inh	FAK inh	CD11b adhes enh	ERa SRC1 pot	ERa coact inh	HIV Rev-RRE inh	compound
/	26.9	-7.4	-7.8	-1.9	-4.7	/	/	5.9	CN1C(=O)CC(N2CCN(CC(N)=O)CC2)C1=O (stereo not drawn)
/	/	-14.4	14.0	1.8	/	/	/	5.3	O=C(Nc1c(Cl)cc(Cl)cc1C(=O)NCC1CCCO1)c1ccco1 (stereo not drawn)
/	-11.8	-4.9	-14.0	1.7	-3.2	/	/	6.7	CNC(=S)NNC(=O)Cc1ccccc1
-7.0	1.0	-2.8	20.8	1.2	-2.6	105.1	8.1	8.1	CCn1cc(C(=O)NCCCOC)c(=O)c2cc(S(=O)(=O)N(C)C3CCCCC3)ccc21
31.8	6.4	0.6	-13.7	5.4	-1.1	90.7[fluorescence artefact?]	21.8	4.8	Cc1ccsc1C(=O)OCC(=O)Nc1sccc1C(N)=O
-1.9	/	-8.8	-6.6	-0.6	/	122.3	-2.2	5.3	CC(C)(O)c1cc(=O)sc2nc3ccccc3n12
-5.8	-6.5	0.7	38.4	2.3	-1.1	98.2	-7.2	3.7	Cn1c(=O)c(NC(=O)c2ccccc2)c2n(c1=S)CCCCC2
31.2	1.0	-7.2	16.5	-1.4	2.6	94.4	8.6	3.0	CCn1c(C(Cc2ccccc2)NC(=O)COC)nc2ccccc21 (stereo not drawn)
-11.5	-0.9	-3.3	-24.4	0.1	-7.8	104.8	-4.3	4.0	CSc1nnc(-c2cccc(C)c2)n1N
-17.8	24.1	-12.0	-0.3	-6.0	-0.6	101.1	2.5	-4.7	Cc1cccc(Nc2nnc(-c3ccc(C(=O)N4C[C@H]5C[C@H](C4)c4cccc(=O)n4C5)cc3)c3ccccc23)c1
/	-17.9	-14.5	-6.2	2.4	14.4	/	/	3.1	CC(C)Cc1nc2sc3c(NCc4ccco4)ncnc3c2c2c1COC(C)(C)C2

Fetched by compound from the entries so far, 2 records:
ERb SRC1 inh	Mac1 fbg inh	PLK1 kinase inh	PLK1 PBD inh	FAK inh	CD11b adhes enh	ERa SRC1 pot	ERa coact inh	HIV Rev-RRE inh	compound
-7.0	1.0	-2.8	20.8	1.2	-2.6	105.1	8.1	8.1	CCn1cc(C(=O)NCCCOC)c(=O)c2cc(S(=O)(=O)N(C)C3CCCCC3)ccc21
-5.8	-6.5	0.7	38.4	2.3	-1.1	98.2	-7.2	3.7	Cn1c(=O)c(NC(=O)c2ccccc2)c2n(c1=S)CCCCC2

Records listed so far printed as active in FAK inh:
ERb SRC1 inh	Mac1 fbg inh	PLK1 kinase inh	PLK1 PBD inh	FAK inh	CD11b adhes enh	ERa SRC1 pot	ERa coact inh	HIV Rev-RRE inh	compound
56.6*	-23.3	-19.6	-16.9	19.8*	40.8	59.2[fluorescence artefact?]	85.0*	1.6	CC(=O)c1ccc(NCC(=O)N2CCN(c3ccccc3)CC2)cc1
